# Assay outcomes deposited in PubChem by several laboratories.
# HTR5A inv ag: HTR5A inverse agonists in luminescence cell assay, primary screen, counter-screen for OPRM1-OPRD1 heterodimer inverse agonist project, full-deck HTS; 5-hydroxytryptamine receptor 5A (Homo sapiens), P47898; HTR5A cell line, inverse agonism; inhibition, % at 9.3 µM; 340,000 compounds, 0.083% hits; AID 504634, 2011; in the data active means inhibition mostly above about 23%, no sharp cut-off; inactive means mostly below about 18%;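 further: 0% = cells with DMSO and 100% = no-cell wells with DMSO; some compounds called inactive have numbers as strong as hits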
# V-ATPase pHluor: regulators of yeast V-ATPase proton pumping, primary screen, pHLuorin cytosolic pH fluorescence; S. cerevisiae; response, % at 10 µM; 350,000 compounds, 0.37% hits; in the data active means response mostly above about 7.3%, no sharp cut-off; inactive means mostly below about 5.4%; further: actives read high; inactives centre near 0; some compounds called inactive have numbers as strong as hits; reference of the scale not given here
# dFosB act: activators of delta FosB homodimer, primary screen, biochemical, fluorescence polarization, TAMRA-CDK5 oligo, single point | purified delta FosB; percent of positive-control signal above neutral wells | activation, % at 25 µM | 340,000 compounds, 0.99% hits;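 active means mean activation above about 17%, with every replicate also reaching it, limit read from the data, passing the limit was not always enough; inconclusive means only one of the two conditions met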;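 further: fluorescence polarization rise as delta FosB binds a TAMRA Cdk5 AP-1 oligo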
# PvdQ acylase: P. aeruginosa PvdQ acylase inhibitors, primary screen, biochemical, fluorescence, plate reader and imaging, single point | 340,000 compounds, 0.063% hits | AID 488965, 2010 | purified PvdQ acylase | PvdQ acylase [Pseudomonas aeruginosa LESB58] | inhibition, % at 10 µM; in the data active means inhibition above about 30%, passing the limit was not always enough; inconclusive means no clear call, values can overlap the other calls;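 further: 0% = vehicle neutral wells and 100% = reference inhibitor wells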
# HTR5A ag: HTR5A agonists in luminescence cell assay, primary screen, counter-screen for OPRM1-OPRD1 heterodimer agonist project, full-deck HTS | cell-based | activation, % at 9.3 µM | 340,000 compounds, 0.61% hits | AID 504692, 2011; in the data active means activation mostly above about 9.5%, no sharp cut-off; inactive means mostly below about 7.6%;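 further: 0% = cells with vehicle only and 100% = reference agonist; strong numbers were not always called active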
# CDK5 inh: inhibitors of human CDK5/p35 kinase, primary screen, biochemical, single concentration | Cyclin-dependent kinase 5 (Homo sapiens) + Cyclin-dependent kinase 5 activator 1 (Homo … | Recombinant CDK5/p35, ADP-Glo luminescence, 60 min | inhibition, % at 10 µM | 330,000 compounds, 0.01% hits;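 active means highest replicate inhibition of at least 50% and at least 75% of replicates reaching 50%; inconclusive means only one of the two criteria met; inactive means both criteria failed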;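 further: plate controls were DMSO neutral control for no effect and GW8510 at 10 µM for full effect; many of its hits are not listed in these tables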
# MITF act: activators of MITF-driven TRPM1 promoter reporter, primary screen, cell-based, SK-MEL-5, luciferase, single point; SK-MEL-5 TRPM1-promoter luciferase, 24 h; % of positive control, neutral wells = 0; activation, % at 12.5 µM; 300,000 compounds, 0.75% hits;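 active means mean activation of at least 80% with every replicate also reaching 80%; inconclusive means mean reaches 80% but some replicate falls short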;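 further: 0% = neutral control wells and 100% = parthenolide positive control wells; values of inactives mirror those of a sister screen read the other way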
# NSD2 HMT inh: NSD2 histone methyltransferase inhibitors, primary screen, biochemical, AlphaScreen, single concentration, set 2; Histone-lysine N-methyltransferase NSD2 (Homo sapiens), O96028; NSD2 peptide methylation, 120 min; inhibition, % at 12.5 µM; 310,000 compounds, 0.54% hits; AID 743445, 2014; in the data active means inhibition above about 50%
# SR-BI HDL uptake: inhibitors of SR-BI mediated HDL lipid uptake, primary screen, ldlA[mSR-BI] cells, fluorescence, single point. Scavenger receptor class B member 1 (Mus musculus), Q61009. 320,000 compounds, 0.96% hits. inhibition, % at 12.5 µM. ldlA[mSR-BI] CHO cells, DiI-HDL uptake fluorescence, 3 h;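 active means mean replicate inhibition of at least 70% and a set share of replicates each scoring 70 or more; inconclusive means meets just one of the two criteria; inactive means fails both criteria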;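 further: 0% = median of neutral control wells and 100% = median of positive control wells; values of inactives mirror those of a sister screen read the other way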
# Wnt act: Wnt/beta-catenin pathway activators, primary screen, cell-based, plate reader, single point; Wnt/beta-catenin reporter cell assay, activator; activation, % at 9.35 µM; 300,000 compounds, 1.2% hits; in the data active means activation above about 30%, passing the limit was not always enough; inconclusive means no clear call, values can overlap the other calls;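 further: 0% = neutral control wells and 100% = positive control wells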
# An asterisk follows results filed as active; ? = inconclusive; · = not tested or not shown; & = joins results of further samples. Rows were taken by chance; about 5% have a hit in one of these screens.
# Values run as follows: HTR5A inv ag	V-ATPase pHluor	dFosB act	PvdQ acylase	HTR5A ag	CDK5 inh	MITF act	NSD2 HMT inh	SR-BI HDL uptake	Wnt act
CC1CCCCN1C(=O)Nc1ccccc1Cl (centres undefined)
→ -9	-2	-2	-13	4	-3.3	2	12	6	0
Cc1ccc(-c2nc3ccccc3n2C)o1
→ 1	3	-2	-5	-6	2.9	32	-1	1	·
O=C(O)C1(Nc2ccc(Cl)cc2)CCCC1
→ 1	7	2	-11	0	-2.8	5	2	-7	-6
C=C(C)COc1ccc(-c2ncncc2-c2ccc(Br)cc2)c(O)c1
→ 1	-2	-11	9	0	1.0	-1	-4	16	2
c1ccc(-c2nnc(C3CC(c4ccncc4)=NO3)o2)cc1 (centres undefined)
→ 9	3	-2	-3	0	-0.8	-9	·	-29	0
CCOc1c2ccc(C(=O)N[C@H](C)C3CCCCC3)cc2nn1CCOC
→ -36	0	-4	-7	8	-0.2	10	·	-7	-4
CCOc1ccc(N)c(SSc2cc(OCC)ccc2N)c1
→ -31	-1	-4	3	9	0.5	9	3	0	1
O=C(NC(=S)NCC1CCCO1)c1cccc([N+](=O)[O-])c1 (centres undefined)
→ -2	-1	7	-5	1	-2.1	5	1	8	·
CC(C)NC(=O)c1cc(-c2ccc3c(c2)OCO3)on1
→ -1	6	-1	-10	0	1.5	·	-1	2	43*
O=C(CSCCc1ccccn1)Nc1ccc(Br)cn1
→ -40	0	-9	-12	-1	0.4	8	0	-4	·
COc1cc(/C=C/C(=O)OCC(=O)c2ccc(OC(F)F)cc2)ccc1O
→ 2	2	0	10	-1	-0.6	-9	-2	57	1
CCOc1ccc2c(c1)c(N=Nc1cccc(C(=O)O)c1)c(O)n2C
→ -5	2	0	-2	1	-0.9	40	8	-1	·
COc1ccccc1CN(C)C(=O)c1ccccc1Sc1ccccc1C#N
→ -8	-3	-3	-6	3	-15	-1	-2	17	-1
OCC[C@@H]1C[C@@H](O)[C@H](O)[C@]2(OCCCc3ccccc32)O1
→ 1	-8	-2	-5	-1	-0.6	0	·	-9	1
C[C@H]1COC(=O)CC/C=C\C[C@H](CC(=O)N(CCO)Cc2ccccc2)C(=O)N1
→ 8	-4	-4	-10	3	0.0	20	·	1	0
CC1=N/C(=C\c2ccc3c(c2)OCO3)C(=O)N1c1ccc(C(=O)O)cc1
→ 0	-6	-3	-16	0	1.9	18	0	-7	·
COc1ccccc1NC(=S)NC(=O)CCCOc1ccc(Cl)cc1Cl
→ -10	0	0	5	4	2.6	0	-1	-9	-2
Cn1nc(C(=O)NC2CCCCC2)c2c1-c1ccccc1SC2
→ -25	0	-3	0	8	0.0	·	·	69	27
COc1ccccc1C/C(N)=N/OC(=O)COc1cc(C)cc(C)c1C
→ 4	·	-4	-1	7	1.7	-10	-5	-50	-8
Cn1ccc(NC(=O)Nc2cccc([N+](=O)[O-])c2)n1
→ ·	0	-6	-3	·	1.1	22	·	70	5
NC1=NOC(=O)C1C1CCCCC1 (centres undefined)
→ -4	-8	4	-12	1	-0.1	-1	5	-15	-3
COCCNC(=O)c1c[nH]c2ccc(S(=O)(=O)N(C)c3ccc(C)c(C)c3)cc2c1=O
→ 17	-1	-24	9	-5	0.1	-9	-2	-23	0
CC#CCN1c2ccccc2[C@]23C[C@@H](C(=O)OC)N(C(=O)C4CCC4)C2=NC(C(=O)OC)=C(C(=O)OC)[C@H]13
→ 6	11	5	-10	-3	1.5	8	·	2	-1
O=C1/C(=C2/NCCN2C2CC(=O)N(c3ccccc3)C2=O)CC/C1=C\c1ccccc1 (centres undefined)
→ -13	0	-7	-20	5	-8.5	-9	-1	-15	0
Cc1ccccc1C(=O)NNC(=O)C12CC3CC(CC(C3)C1)C2
→ 10	-2	6	-5	-4	-1.0	-15	-4	8	-1
O=C(NC1CCCCC1)c1n[nH]c2c1CCCCC2
→ -34	-5	-2	-8	12	4.1	-90	·	-8	-12
CCCCNc1c(-c2ccc(-c3cccc(Cl)c3)cc2)nc2ccccn12
→ -4	0	1	-8	1	-0.1	?	-2	63	?
CCN(CC)S(=O)(=O)c1ccc(NC2c3ccccc3C(=O)N2c2ccc(C)cn2)cc1 (centres undefined)
→ 12	0	-2	14	1	1.4	1	·	14	4
C=CCn1c(COc2ccccc2F)nnc1SCC(=O)c1c[nH]c2ccccc12
→ -10	5	-13	-9	6	-0.3	-9	-2	1	2
O=S(=O)(c1ccc2c(c1)OCCO2)N1CCN(c2nc3ccccc3s2)CC1
→ 8	1	-8	9	0	1.1	0	4	-13	-3

# Single records, from the list above. Order of values: HTR5A inv ag | V-ATPase pHluor | dFosB act | PvdQ acylase | HTR5A ag | CDK5 inh | MITF act | NSD2 HMT inh | SR-BI HDL uptake | Wnt act
# COCCNC(=O)c1c[nH]c2ccc(S(=O)(=O)N(C)c3ccc(C)c(C)c3)cc2c1=O is listed with 17 | -1 | -24 | 9 | -5 | 0.1 | -9 | -2 | -23 | 0
# OCC[C@@H]1C[C@@H](O)[C@H](O)[C@]2(OCCCc3ccccc32)O1 is listed with 1 | -8 | -2 | -5 | -1 | -0.6 | 0 | · | -9 | 1
# O=C(NC1CCCCC1)c1n[nH]c2c1CCCCC2 is listed with -34 | -5 | -2 | -8 | 12 | 4.1 | -90 | · | -8 | -12

# The list goes on.
canonical_smiles | HTR5A inv ag | V-ATPase pHluor | dFosB act | PvdQ acylase | HTR5A ag | CDK5 inh | MITF act | NSD2 HMT inh | SR-BI HDL uptake | Wnt act
O=C(NNC(=O)c1cccs1)c1ccncc1 | 3 | -1 | 0 | 6 | -1 | 3.1 | -7 | 0 | -1 | 10
CCc1ccc(NC(=O)CCCNC(=O)Cn2cnc3sc(C)c(C)c3c2=O)cc1 | 8 | -2 | 32* | -5 | -3 | 1.0 | -5 | -3 | · | 1
Cc1ccc(S(=O)(=O)Cn2nnnc2C(CC(C)C)N2CCN(c3ccc(F)cc3)CC2)cc1 (centres undefined) | 0 | 0 | -4 | -10 | 4 | -0.5 | · | -3 | 14 | -4
CN1CCN(C(=O)c2cc(COc3ccc(F)cc3Cl)on2)CC1c1ccccc1 (centres undefined) | -8 | 0 | -9 | 6 | 3 | -0.1 | 6 | -2 | 38 | -6
COC(=O)CNc1nc(-c2ccncc2)nc2ccccc12 | -25 | 0 | -28 | -9 | -2 | -3.2 | -11 | 1 | 20 | ·
O=C(CN(CC1CCCO1)C(=O)CNS(=O)(=O)c1ccccc1)NCCc1ccccc1 (centres undefined) | 2 | -1 | -3 | -5 | -1 | -0.9 | · | -5 | · | -1
CCOC(=O)CC1(NC(=O)C2CCC(=O)N(Cc3ccccc3OC)C2)CCCCC1 (centres undefined) | -7 | 3 | -3 | -9 | 2 | -6.1 | 6 | 2 | -6 | -2
O=C(Nc1ccccc1)Nc1cc(S(=O)(=O)N2CCOCC2)ccc1N1CCCC1 | 7 | 1 | 2 | -14 | -2 | -1.5 | -10 | 2 | -8 | ·
O=C(COC(=O)/C=C/c1cccc(Cl)c1)NC(=O)NCc1ccccc1 | -2 | 2 | -2 | 8 | -1 | 4.7 | -3 | -12 | -8 | -3
O=C(CCCn1c(=S)[nH]c2ccc(Br)cc2c1=O)NCC1CCCO1 (centres undefined) | 12 | 1 | -5 | -9 | -2 | -1.7 | · | 0 | 11 | -1
COc1ccc(Br)cc1Cn1nnc(C(=O)Nc2ccc3c(c2)OCCO3)c1N | -18 | -2 | 4 | 4 | 5 | 0.4 | -1 | 3 | 23 | -2
Cc1ccccc1Nc1nnc(C)c(=O)n1N | -5 | -2 | 0 | -9 | 2 | 2.5 | 7 | · | -42 | -1
O=C(N/N=C/C(Cl)=C/c1ccccc1)c1ccco1 | -16 | -2 | -11 | -12 | 6 | 0.1 | 80 | 0 | 12 | 12
Cc1cccc(C2=NN(c3ccccc3)[C@H](CO)[C@H]2c2ccccc2)c1 | -10 | -1 | -4 | -31 | 3 | 0.8 | 4 | · | 12 | ·
COc1ccc(S(=O)(=O)NCc2ccccn2)cc1NC(=O)c1ccccc1F | 25 | 7 | -3 | -2 | -10 | -1.8 | -16 | -3 | · | -3
O=C(NCC1CCN(Cc2ccccc2F)CC1)Nc1cccc(Br)c1 | -49 | -1 | -6 | -13 | 14* | 1.5 | -11 | -2 | -4 | 6
CCOC(=O)c1ccc(NC(=O)CN2C(=O)NC3(CCCCCCC3)C2=O)cc1 | -5 | -3 | -11 | -6 | 2 | -0.5 | 8 | -1 | 5 | -2
NNC(=O)c1ccc(COc2cccc3ccccc23)o1 | 6 | 3 | -3 | 19 | -2 | -0.4 | -9 | 0 | 20 | 1
CCC[C@@H]1C[C@@H](C(=O)N[C@H]([C@@H](C)O)[C@H]2O[C@H](SC)[C@H](O)[C@@H](O)C2O)N(C)C1 (some centres undefined) | 3 | 6 | -10 | 1&-7 | -1 | -1.3 | 4 | · | 4 | -2
COc1cc(-c2nnc(COC(=O)c3ccc(C)o3)o2)cc(OC)c1OC | -22 | 5 | -18 | -13 | 8 | 1.4 | 1 | 0 | -5 | -3
CCOC(=O)c1ccc(N2C(=O)CC(C3CCCO3)C2=O)cc1 (centres undefined) | -16 | -5 | -4 | -9 | -3 | 0.6 | -3 | -1 | -26 | ·
Cn1c(=O)c(C(=O)c2ccc(S(C)(=O)=O)c(Cl)c2Cl)c(O)c2ccccc21 | -43 | 0 | 3 | -14 | -1 | 2.6 | · | 0 | -9 | 8
Cc1ccc(-c2nc(CS(=O)(=O)CC(=O)N3CCc4ccccc4C3)c(C)o2)cc1 | 2 | -6 | -20 | -21 | -1 | -8.6 | · | · | 59 | -4

# Of the compounds above, 2 have two or more sulfur atoms.
canonical_smiles | HTR5A inv ag | V-ATPase pHluor | dFosB act | PvdQ acylase | HTR5A ag | CDK5 inh | MITF act | NSD2 HMT inh | SR-BI HDL uptake | Wnt act
CCOc1ccc(N)c(SSc2cc(OCC)ccc2N)c1 | -31 | -1 | -4 | 3 | 9 | 0.5 | 9 | 3 | 0 | 1
O=S(=O)(c1ccc2c(c1)OCCO2)N1CCN(c2nc3ccccc3s2)CC1 | 8 | 1 | -8 | 9 | 0 | 1.1 | 0 | 4 | -13 | -3
